Screens from PubChem.
GalR3 antagonist – GalR3 antagonists in HEK293 cells, primary screen, cell-based, fluorescence readout; 360,000 compounds, 0.44% hits; inhibition, % at 3 µM; Galanin receptor type 3 (Homo sapiens), O60755; HEK293 GalR3-CNG cAMP membrane potential fluorescence; galR3 body fused to GalR1 C-terminus; AID 651719, 2012;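 active = inhibition above the screen-wide average plus 3 SD, cut at about 13% in these data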;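 also: forskolin and galanin both at EC90 stimulate the cells; cAMP rise reported by CNG channel membrane potential dye signal; 0% = forskolin plus galanin with DMSO and 100% = forskolin alone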
Target sequence (O60755 1-299 limits assumed): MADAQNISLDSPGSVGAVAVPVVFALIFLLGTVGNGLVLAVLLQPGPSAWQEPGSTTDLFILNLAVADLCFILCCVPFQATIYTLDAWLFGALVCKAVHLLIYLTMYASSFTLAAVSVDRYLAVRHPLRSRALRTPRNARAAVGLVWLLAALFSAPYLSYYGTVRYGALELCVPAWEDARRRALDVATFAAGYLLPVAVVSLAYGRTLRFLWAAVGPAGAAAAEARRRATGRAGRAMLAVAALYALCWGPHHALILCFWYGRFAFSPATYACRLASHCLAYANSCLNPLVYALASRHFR
PHOSPHO1 inh – PubChem AID 1565 | Phosphoethanolamine/phosphocholine phosphatase (Homo sapiens), Q8TCT1 | recombinant PHOSPHO1, absorbance phosphatase assay | inhibition, % at 13.3 µM | 290,000 compounds, 1.1% hits; in the data active = inhibition above about 60%
MEKK2 mut-MEK5 – MEK5 binding signal on mutant MEKK2 PB1, primary screen, biochemical, multiplex bead flow cytometry, Alexa488-MEK5; Alexa488-MEK5 binding to MEKK2 mutant; percent response, % at 10 µM; 290,000 compounds, 0.35% hits; AID 1530, 2009; in the data active = percent response above about 24%, passing the limit was not always enough; also: inactives centre near 1; some results filed as inactive read as strong as hits; reference of the scale not given here
MEKK2wt PB1 HTS – modulators of MEK5 binding to wildtype MEKK2, primary screen, biochemical, multiplex bead flow cytometry, Alexa488-MEK5; Mitogen-activated protein kinase kinase kinase 2 (Homo sapiens), Q9Y2U5; Alexa488-MEK5 binding to MEKK2 WT; actives lie on both sides; binding response (% of control), % at 10 µM; 290,000 compounds, 1.1% hits; in the data active = binding response below about 67% or above about 130%
GPR7 antag – GPR7 receptor antagonists, primary screen, cell-based, fluorescence, single concentration; GPR7-expressing cells, fluorescence antagonist assay; inhibition, % at 4.4 µM; 290,000 compounds, 1.1% hits; in the data active = inhibition above about 16%, passing the limit was not always enough;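 also: cells stimulated with the agonist NPW; 0% = agonist with vehicle and 100% = vehicle without agonist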
OXTR agonist – human OXTR agonists, primary screen, fluorescence, CHO-OTR cells, Fluo-8 calcium. Oxytocin receptor (Homo sapiens), P30559. Fluo-8 calcium fluorescence; normalized: DMSO 0%, oxytocin 100%. activation, % at 3 µM. 320,000 compounds, 0.32% hits. AID 2435, 2010;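 active = activation above the mean of all tested compounds plus 3 SD, cutoff set per screening run, cut at about 20% in these data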;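 also: peak over basal fluorescence ratio from a 100 s FLIPR kinetic read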
Target sequence (P30559 whole entry, looked up): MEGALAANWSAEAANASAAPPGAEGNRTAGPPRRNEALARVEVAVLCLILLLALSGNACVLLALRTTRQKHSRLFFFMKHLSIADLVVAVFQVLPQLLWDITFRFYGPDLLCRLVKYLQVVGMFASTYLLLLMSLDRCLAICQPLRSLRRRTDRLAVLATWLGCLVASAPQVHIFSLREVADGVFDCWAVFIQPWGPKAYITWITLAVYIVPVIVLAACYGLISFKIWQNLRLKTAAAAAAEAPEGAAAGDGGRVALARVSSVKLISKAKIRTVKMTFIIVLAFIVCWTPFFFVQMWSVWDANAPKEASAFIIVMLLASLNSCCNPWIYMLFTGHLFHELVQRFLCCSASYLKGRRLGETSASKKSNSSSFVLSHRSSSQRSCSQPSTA
NALP1 yeast inh – NALP1 inflammasome inhibitors in reconstituted yeast, colorimetric, S. cerevisiae, triplicate retest | S. cerevisiae NALP1/ASC/caspase-1 growth, X-gal OD620, 72 h | inhibition, % at 10 µM | 280,000 compounds, 0.61% hits; in the data active = inhibition mostly above about 24%, no sharp cut-off; inactive = mostly below about 32%; also: some compounds called inactive have numbers as strong as hits
V1aR counter – agonists of human V1a receptor, primary screen, counter-screen for OXTR agonist project, fluorescence, CHO-V1R cells; Vasopressin V1a receptor (Homo sapiens), P37288; Fluo-8 calcium fluorescence, agonist mode; 0% DMSO, 100% 3 nM vasopressin; activation, % at 3 µM; 320,000 compounds, 0.25% hits;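 active = activation above the mean activation of all tested compounds plus 3 SD, per screening run, cut at about 20% in these data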;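 also: signal is peak over basal fluorescence ratio across a 100 second FLIPR read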
Target sequence (P37288 whole entry, looked up): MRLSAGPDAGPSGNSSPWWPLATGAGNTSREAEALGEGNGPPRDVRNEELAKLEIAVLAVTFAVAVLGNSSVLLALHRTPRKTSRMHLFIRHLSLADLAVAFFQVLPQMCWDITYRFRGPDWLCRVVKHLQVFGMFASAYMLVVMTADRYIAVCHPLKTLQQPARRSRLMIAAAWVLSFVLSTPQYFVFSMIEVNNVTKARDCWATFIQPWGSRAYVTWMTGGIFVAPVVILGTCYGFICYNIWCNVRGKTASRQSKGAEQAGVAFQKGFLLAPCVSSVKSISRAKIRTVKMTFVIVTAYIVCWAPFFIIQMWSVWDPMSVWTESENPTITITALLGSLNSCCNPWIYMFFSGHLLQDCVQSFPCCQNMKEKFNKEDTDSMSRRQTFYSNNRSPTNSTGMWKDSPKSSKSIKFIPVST
MEKK3 PB1 HTS – modulators of MEKK3-MEK5 PB1 binding, primary screen, biochemical, wildtype MEKK3, multiplex bead flow cytometry, Alexa488-MEK5; Mitogen-activated protein kinase kinase kinase 3 (Homo sapiens), Q99759; bead-based flow cytometry, Alexa488-MEK5 binding to MEKK3; actives lie on both sides; 0 = blocked by unlabeled MEK5, 100 = vehicle; binding response (% of control), % at 10 µM; 290,000 compounds, 1.4% hits;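 active = binding response more than 3 SD above or below the average of its plate-row segment, actives on both sides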;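 also: Alexa488 bead fluorescence after subtracting the streptavidin-only scavenger bead signal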
Active calls of the source: *; nt = not tested or not shown.

The first 3 records, ahead of the listing:
SMILES	GalR3 antagonist	PHOSPHO1 inh	MEKK2 mut-MEK5	MEKK2wt PB1 HTS	GPR7 antag	OXTR agonist	NALP1 yeast inh	V1aR counter	MEKK3 PB1 HTS
CC(C)C[C@H]1C(=O)N2CCC[C@H]2[C@]2(O)O[C@](NC(=O)[C@@H]3C=C4c5cccc6[nH]c(Br)c(c56)CC4N(C)C3)(C(C)C)C(=O)N12 (some centres not stated)	nt	1	3	96	0	0.1	13	2.9	83
c1cc(-c2nnc3sc(C4CCCCC4)nn23)ccn1	-4	13	-7	90	0	-0.2	-8	0.5	98
O=C(N/N=C(\Cc1ncc[nH]1)c1ccccc1)c1cccnc1	-3	-13	2	99	-5	-0.8	-6	-0.1	103

The listing (from the top)
SMILES	GalR3 antagonist	PHOSPHO1 inh	MEKK2 mut-MEK5	MEKK2wt PB1 HTS	GPR7 antag	OXTR agonist	NALP1 yeast inh	V1aR counter	MEKK3 PB1 HTS
CC(C)C[C@H]1C(=O)N2CCC[C@H]2[C@]2(O)O[C@](NC(=O)[C@@H]3C=C4c5cccc6[nH]c(Br)c(c56)CC4N(C)C3)(C(C)C)C(=O)N12 (some centres not stated)	nt	1	3	96	0	0.1	13	2.9	83
c1cc(-c2nnc3sc(C4CCCCC4)nn23)ccn1	-4	13	-7	90	0	-0.2	-8	0.5	98
O=C(N/N=C(\Cc1ncc[nH]1)c1ccccc1)c1cccnc1	-3	-13	2	99	-5	-0.8	-6	-0.1	103
COC(=O)c1c(NC(=O)CN2C(=O)NC(CCc3ccccc3)C2=O)sc2c1CCCCC2 (configuration not stated)	-4	-5	-1	93	-4	-0.7	8	-0.3	78
COc1ccc(-c2cc(C(=O)Nc3c(C)n(C)n(-c4ccccc4)c3=O)no2)cc1	-4	-10	4	108	-19	-0.3	1	-0.4	105
CCOC(=O)C1=C(COc2ccccc2)NC(=O)NC1c1ccc(Br)cc1 (configuration not stated)	-4	-13	0	91	-9	-2.3	15	0.3	97
CCCn1c(=O)c(C(=O)NCc2ccc(OC)c(OC)c2)c(O)c2ccccc21	-1	0	3	96	16	1.7	32	0.5	98
CC12CCC(C/C1=N/O)C2(C)C (configuration not stated)	4	16	-1	102	0	1.7	6	1.7	101
C=CCn1c(O)c(N=NC(=O)C(O)c2ccccc2)c2ccccc21 (configuration not stated)	1	36	-2	95	-12	-0.7	nt	-1.0	97
O=C(NCc1ccco1)c1cnn2c1NC(c1ccccc1)CC2C(F)(F)F (configuration not stated)	-5	27	3	96	-1	0.8	24	1.2	99
O=C(NC1CCCCC1)C(c1ccco1)N(Cc1cccnc1)C(=O)C1COc2ccccc2O1 (configuration not stated)	-7	21	-11	81	5	-0.3	24	-0.1	79
Cc1cc(NS(=O)(=O)c2ccc(NC(=O)CCCOc3ccccc3)cc2)no1	-5	-14	-4	90	-1	0.9	-22	-1.2	96
Cc1nnnn1/C(=C\c1ccccc1)C(=O)OCC(=O)N(C)C1CCS(=O)(=O)C1 (configuration not stated)	nt	2	-5	95	-4	0.5	-2	2.2	95
Cn1c(=O)n(C)c2cc(NC(=O)CSc3nc4ccccc4c(=O)[nH]3)ccc21	-10	9	3	99	-10	-0.6	12	0.4	99
O=C(NCCN1CCOCC1)N1CCOCC1	-3	36	-2	96	3	1.4	6	0.1	103
Cc1noc(C)c1N=Nc1ccc(Br)cc1C(=O)O	-1	-7	9	107	-18	0.2	2	0.3	107
Fc1ccccc1/C=N/n1cnnc1	1	11	-2	97	-17	0.9	7	0.7	96
Cc1ccccc1CNC(=O)C1CCN(c2nnc(N3CCCC3=O)s2)CC1	nt	33	1	104	-3	-0.3	4	0.0	101
Cc1cc(C)cc(C(=O)NC(CC(N)=O)c2ccc(NC3CCCCCCCCCCC3)c([N+](=O)[O-])c2)c1 (configuration not stated)	-5	10	-5	97	-2	0.1	12	-0.8	103
Cc1ccc(OCc2nc(C#N)c(N3CCN(Cc4ccccc4)CC3)o2)cc1	-8	-17	-3	91	43*	-1.0	29	0.1	90
CCOc1cccc(C(=O)Nc2cccc(C(=O)NCC(C)C)c2)c1	4	9	0	95	-8	-0.7	nt	2.7	91
CCCCNC(=O)c1cc(C)nn1-c1ccccc1	0	32	0	107	-12	-0.1	nt	-0.9	111
Cc1ccc(-c2ccc(C3C(C#N)=C(N)Oc4n[nH]c(C)c43)o2)cc1 (configuration not stated)	0	42	-5	94	26*	-0.8	14	0.1	95
CCCNC(=O)c1ccccc1NC(=O)c1ccccc1N(C)S(C)(=O)=O	-4	0	1	107	-10	0.9	11	0.9	113
CCn1ncc(/C=C2/SC(=S)NC2=O)c1C	-4	-8	-2	89	-8	0.2	36	1.2	93
O=C(CNS(=O)(=O)c1ccccc1)Nc1ccc2c(c1)OCO2	-4	16	-1	109	-9	1.1	5	1.8	111
COC(=O)[C@@H](NC(=O)N1CCC(Cc2ccccc2)CC1)C(C)C	-10	25	0	103	7	-2.3	-17	-0.9	99
CC(=O)c1cccc(NC(=O)c2ccoc2C)c1	-1	45	-3	97	-4	0.3	11	1.1	98
COc1ccc(N(C)S(=O)(=O)c2cccc(C(=O)OC(C(=O)Nc3cc(C)cc(C)c3)c3ccccc3)c2)cc1 (configuration not stated)	-1	-9	-2	96	7	-0.8	30	2.6	93
Cc1ccc(Cl)c(OCC(=O)Nc2sc(C)c(C)c2C#N)c1	4	-11	22	110	-17	-0.2	6	1.7	109
Cc1ccc2cc(CN(Cc3cccs3)Cc3nnnn3CC3CCCO3)c(=O)[nH]c2c1 (configuration not stated)	-7	-18	0	98	-6	-1.4	28	0.1	100
O=C(CCc1nnc(-c2ccccc2)o1)NC1CCCCC1	0	24	-9	89	2	-0.8	7	-0.6	107
Cc1ccc(N(CC(=O)NCc2ccccn2)S(=O)(=O)c2ccccc2)cc1Cl	-2	-6	1	105	-12	nt	-10	nt	103
O=C(NCC(=O)N(c1ccccc1F)C(C(=O)NC1CCCC1)c1ccco1)c1ccco1 (configuration not stated)	-7	23	6	101	-19	-1.2	-1	-0.3	104
C=CCNC(=S)NC(CC(=O)OC)c1ccc2c(c1)OCO2 (configuration not stated)	-1	20	-4	97	13	0.9	26	0.1	97
N#Cc1ccccc1NC(=O)C1CC(=O)N(c2ccc3c4c(cccc24)CC3)C1 (configuration not stated)	-5	-9	-2	97	-3	-0.9	-1	-1.1	101
CCOC(=O)c1nn(-c2ccc([N+](=O)[O-])cc2)cc1O	-4	20	3	104	0	-0.7	7	0.1	106
CCCc1nc(SCC(=O)N2CCOCC2)c2c(C)c(C)sc2n1	-6	27	4	104	-6	-2.2	15	-1.5	103
CCc1ccc(NC(=O)c2cc(-c3cccs3)on2)cc1	-6	21	4	102	-7	1.3	-2	-0.7	104
O=C(NCc1ccco1)c1sc2cc(F)ccc2c1Cl	-2	10	-3	108	-7	-2.9	9	-2.0	116
COC(=O)c1sccc1NC(=O)Nc1cccc([N+](=O)[O-])c1	-3	52	-10	86	-12	-0.7	9	0.1	92
NS(=O)(=O)c1ccc(NC(=O)CN2CCCN(S(=O)(=O)c3ccc(F)cc3)CC2)cc1	7	-25	-11	86	4	0.7	-62	0.5	89
O=C(COc1ccc(Cl)cc1Cl)Nc1ccc(C(=O)Nc2ccccc2C(=O)O)cc1	-4	38	-5	98	-1	-0.9	24	-0.6	101
COc1ccc(CCN2C(=O)CC(C(N)=O)SC2=Nc2ccc(F)cc2)cc1OC (configuration not stated)	-3	-5	-12	88	-10	1.1	-7	0.3	88
COc1ccccc1N1CCN(C(=O)CNC(=O)Cn2cnc3sc(C)c(C)c3c2=O)CC1	-2	14	10	107	5	-1.1	22	0.2	104
Cc1ccc2cc(CN(CCc3ccccc3)C(=S)NCCCN(C)C)c(=O)[nH]c2c1	-6	-18	15	133	15	nt	21	nt	103
Fc1ccc(CN2C3=NCCN3c3ccccc32)cc1	1	36	17	114	-12	0.4	nt	2.2	114
COc1ccc(-c2oc3ccc(-c4ccc(OC)nc4)cc3c2-c2ccc(OC)cc2)cc1	6	nt	0	97	nt	0.4	nt	0.9	99
Cc1ccc(C(=O)N/C(=C/c2cccs2)C(=O)NCc2ccco2)cc1	-1	-4	-2	95	-12	-2.1	16	0.2	95
CCC1(C)OC(=O)N(CCCn2ccnc2C)C1(C)O (configuration not stated)	-5	6	9	121	-2	0.4	9	0.5	123*
Cc1ccc(-c2cc(C(F)F)nc(NCC3CCCO3)n2)cc1 (configuration not stated)	-4	-13	-9	96	-25	-2.0	16	0.6	100
Cc1c(C(=O)N/N=C/c2cccnc2)sc(=S)n1C	-13	7	-1	99	-2	0.7	13	0.8	88
CCOC(=O)C1=C(C)Nc2nnnn2C1c1cccc(OC)c1OC (configuration not stated)	-4	nt	-2	107	-4	0.3	nt	0.0	94
O=C(NCc1ccccc1)c1ccc2c(c1)C(=O)N(Cc1cccnc1)C2=O	-3	36	-2	98	6	nt	12	nt	101
CCN(CC)S(=O)(=O)c1ccc(N/N=C/c2ccc(O)cc2)nc1	-2	43	-6	96	-16	1.9	4	3.0	98
COc1ccc(CNC(=O)CCCC2=NS(=O)(=O)c3ccccc3N2)cc1	-3	41	-1	100	12	0.6	2	0.0	101
c1ccc(-n2ncc(-c3nn[nH]n3)n2)cc1	3	14	2	103	19	0.7	13	2.5	105
CCOc1ccccc1N1C(=O)c2cccnc2C1=O	0	-5	4	105	-2	-0.6	25	0.4	97
O=C(CCS(=O)(=O)c1ccccc1)Nc1ccccn1	-10	26	-2	92	-10	1.0	-14	1.1	99
C=CCSc1nc(C)c2cc(C)cc(C)c2n1	-3	3	4	98	-8	-2.4	6	0.5	99

(cont.)
SMILES	GalR3 antagonist	PHOSPHO1 inh	MEKK2 mut-MEK5	MEKK2wt PB1 HTS	GPR7 antag	OXTR agonist	NALP1 yeast inh	V1aR counter	MEKK3 PB1 HTS
Cc1cccc(N2CC(C(=O)Nc3nnc(SCCN4CCOCC4)s3)CC2=O)c1 (configuration not stated)	0	53	1	100	0	-0.3	12	2.3	99
O=C(COc1ccc2ccccc2c1)Nc1nccs1	-6	20	-45	72	4	1.5	-7	1.2	90
Cn1c(=O)n(C)c(=O)n(CC(=O)N2CCCCC2)c1=O	-2	0	0	104	-10	1.3	nt	0.3	98
Cc1ccc(C(=O)OCC(=O)Nc2cc(F)ccc2F)cc1NC(=O)c1ccco1	0	11	-7	91	-13	4.4	4	0.9	94
COc1ccc(C2N=C(N)N=C(N)N2c2ccc(C)cc2)cc1 (configuration not stated)	-1	13	4	105	0	0.7	-5	0.3	107
COC(CC(=O)NNC(=S)Nc1ccc(Cl)cc1)OC	-2	-24	-1	104	-10	0.4	-13	0.7	106
COc1ccc(CNC(=O)CN(Cc2ccc(C)cc2)C(=O)c2csnn2)cc1	-5	37	3	99	-2	-0.2	8	1.3	101
CCOC(=O)c1c(C)n(CC)c2c1cc(O)c1ccccc12	-8	48	4	107	-11	-1.4	-2	-2.4	103
CCOc1ccc(NS(=O)(=O)c2ccc(-c3coc(C)n3)cc2)cc1	-8	12	-2	97	-18	3.5	14	3.0	96
COc1ccccc1CCn1c(N)cc(=O)[nH]c1=O	-8	23	8	104	-10	-1.5	-79	-0.5	105
O=C(Cn1nc(C(F)F)cc1C(F)F)NNC(=S)Nc1ccc(Cl)cc1	-5	100*	3	102	-12	-0.1	0	-0.8	103
